TTR transcr act: activators of transthyretin transcription. activation, % at 16.7 µM. SH-SY5Y TTR promoter Gaussia luciferase, luminescence; 100% = recombinant luciferase protein wells. 92,000 tested, 1.3% active. AID 1117267;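 active = activation above the mean of all tested compounds plus 3 SD, cut at about 9.5% in these data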;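 note: cells exposed to compounds for one day before reading; 0% = median of all test compound wells on the plate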
The depositor's hits bear a star. Some of the compounds tested; rates above refer to the full screens.

SMILES	TTR transcr act
O=C(CSc1ccc2nnc(-c3ccccn3)n2n1)NCC1CCCO1 (configuration not stated)	-0.6
CCCCN(Cc1ccccc1)S(=O)(=O)c1c(N)n(C)c(=O)n(C)c1=O	-0.8
Nc1ccc(NC(=O)CCN2CCOCC2)cc1	1.0
O=C(COc1ccccc1Cl)NCCNC(=O)c1ccccn1	-1.8
CCC(CC)NC(=O)C1CC(=O)N(CCc2ccc(F)cc2)C1 (configuration not stated)	1.3
COC(=O)C(Cc1c[nH]c2ccccc12)NC(=O)c1cccs1 (configuration not stated)	0.2
O=C(CCCOc1ccc(Cl)cc1Cl)Nc1ncccn1	1.6
Cc1ccc(NC(=O)CS(=O)CC(=O)Nc2cnc3ccccc3c2)cc1Cl (configuration not stated)	-1.4
O=C(OCc1cn(Cc2ccc(F)c(F)c2)nn1)N1CCCC1	-0.4
Cc1cc(C)c(C(CC(=O)c2cccs2)C(C#N)C#N)c(C)c1 (configuration not stated)	1.7
Cc1ccccc1C(=O)N1CCC[C@@H]1C(=O)N1CCC[C@H]1C(=O)NCc1ccncc1	-0.8
CC(CNC(=O)c1ccco1)NC(=O)c1ccco1 (configuration not stated)	1.2
O=C1CCCCC1(CCc1ccncc1)CCc1ccncc1	0.4
CCc1cc2cc(C)cc(C)c2nc1Cl	-0.4
COc1ccc(/C=C/C(=O)NC(=S)NCc2ccccc2)cc1OC	-0.9

Looked up above.
Value of CCc1cc2cc(C)cc(C)c2nc1Cl under TTR transcr act: -0.4
Value of O=C1CCCCC1(CCc1ccncc1)CCc1ccncc1 under TTR transcr act: 0.4
Value of Cc1ccc(NC(=O)CS(=O)CC(=O)Nc2cnc3ccccc3c2)cc1Cl (configuration not stated) under TTR transcr act: -1.4
Value of CCCCN(Cc1ccccc1)S(=O)(=O)c1c(N)n(C)c(=O)n(C)c1=O under TTR transcr act: -0.8
Value of COC(=O)C(Cc1c[nH]c2ccccc12)NC(=O)c1cccs1 (configuration not stated) under TTR transcr act: 0.2
Value of Cc1cc(C)c(C(CC(=O)c2cccs2)C(C#N)C#N)c(C)c1 (configuration not stated) under TTR transcr act: 1.7

Remaining list, next part
SMILES	TTR transcr act
CC(NC(=S)Nc1cccc(F)c1)C(c1cccs1)N1CCOCC1 (configuration not stated)	-1.6
COC(=O)[C@@]1(Sc2ccc(C)cc2)CC(=O)N(c2ccc(Cl)cc2)[C@@H]1c1ccccc1	1.2
CCOC1=CC(=O)OC(c2ccccc2)C1 (configuration not stated)	2.3
CN(C)CCNC(=O)NC1CCCCC1	-0.2
CCn1ncc(C2=NOC(C(=O)Nc3cccc(C(C)=O)c3)C2)c1C (configuration not stated)	-1.0
CN1C[C@H]2CON(C)[C@H]2C[C@H]1c1cccc(-c2ccccc2)c1	5.5
O=[N+]([O-])c1cc(C(F)(F)F)ccc1-n1nnc2ccccc21	-0.2
CCS(=O)(=O)NCCc1csc(-c2ccccc2)n1	4.2
CN1CCN(C(=S)Nc2ccc(S(N)(=O)=O)cc2)CC1	11*
O=C(NC(=S)Nc1cccc([N+](=O)[O-])c1)c1ccco1	-2.5
Cc1ccc2c(c1)sc1nc(=O)n(-c3ccccc3)c(=O)n12	1.8
O=C(CCCCn1c(=O)c2ccccc2n(CC(=O)NC2CCCC2)c1=O)NC1CCCC1	-0.4
CSc1c(CN2CCN(C)CC2)c2ccccc2n1C	0.2
CC(=O)Oc1cccc(/C=C2\C=C(c3ccc(C)cc3)OC2=O)c1	-1.1
Clc1cc2nc3ccccn3c2cc1Cl	13*

Molecules shown so far that contain a nitro group on carbon, in the order listed:
SMILES	TTR transcr act
O=[N+]([O-])c1cc(C(F)(F)F)ccc1-n1nnc2ccccc21	-0.2
O=C(NC(=S)Nc1cccc([N+](=O)[O-])c1)c1ccco1	-2.5

Following part.
SMILES	TTR transcr act
O=C1c2ccc(-c3ccc(Cl)c(C(F)(F)F)c3)cc2S(=O)(=O)c2cccc(C(=O)N3CCN(c4ncc(Br)cn4)CC3)c21	4.7
CC1=CC(C)(C)NC(=S)N1c1ccc(C)c(C)c1	2.7
N#Cc1ccccc1S(=O)(=O)N1CCN(C(=O)[C@@H]2CCCN2C(=O)c2cccs2)CC1	-0.4
COc1ccccc1OCC(=O)NNc1c2ccccc2nc2ccccc12	-2.3
Cc1ccc(-n2c(C)cc(/C=C(\C#N)C(=O)NCC3CCCO3)c2C)cc1 (configuration not stated)	-1.4
COC(=O)c1ccc(COC(=O)CCS(=O)(=O)c2ccc(C)cc2)cc1	0.6
COc1ccc(/C=C2\SC(=O)N(CCNC(=O)C3CCN(S(=O)(=O)c4cccs4)CC3)C2=O)cc1	0.7
CC(=O)Nc1cnc(-c2ccccc2C(C)=O)cn1	0.8
CC(C)CC(=O)Nc1nnc(CSCc2ccc(F)cc2)s1	-0.8
O=C(c1cnn2c(C(F)F)cc(-c3ccccc3)nc12)N1CCSCC1	-1.6
CCC(=O)OCC(=O)Nc1cc(C)c(C)cc1[N+](=O)[O-]	4.0
O=C(Nc1ccc2c(c1)OCCO2)C(C1CC1)n1c(=O)c(-c2ccccc2)nc2ccccc21 (configuration not stated)	3.2
COc1ccc(-c2cc3cc(F)ccc3cn2)cc1	-2.4
CCc1cc(-c2nnn(CCC3COCCO3)c2C(C)(C)O)ccc1-c1cn(CCc2c[nH]c3ccccc23)nn1 (configuration not stated)	-3.7
Cc1ccccc1-c1cc2c(c3c1ccn3C)C1CCC2O1 (configuration not stated)	-0.7
CCCCN(C(=O)Nc1ccc(OCC)cc1)C1CCN(C(C)=O)CC1	-1.2
Cn1c(=O)c2ncn(CC(=O)Nc3ccc(N4CCOCC4)cc3)c2n(C)c1=O	0.4
Cn1cnnc1SCC(=O)Nc1ccc2nc(SCc3ccccc3)sc2c1	-1.9
CC1(C)Cc2nc3oc4c(NCCCN5CCOCC5)ncnc4c3cc2CO1	-0.6
CC(C)(C)c1cc(C(=O)NNC(=O)c2ccc(Cl)cc2)no1	4.0
CCOC(=O)C1=C(O)/C(=C/c2ccc(CNC(=O)C(=O)Nc3ccc(C)cc3)o2)N=C1C	-2.7
COc1ccc(CCNC(=O)C(=O)NCC2OCCN2S(=O)(=O)c2cccs2)cc1 (configuration not stated)	-0.6
COC(=O)N(C)C[C@H]1OCc2cnnn2CCCC(=O)N([C@H](C)CO)C[C@H]1C	1.0
CCOC(=O)[C@]12CCCC3=C1N(CCC3)C(=O)[C@@H](CC(=O)NCC1CCCCC1)C2	-0.5
CC(Nc1nc(N2CCN(CCO)CC2)nc2ccccc12)c1ccccc1 (configuration not stated)	0.8
Cc1ccc(C(=O)NCc2ccco2)cc1[N+](=O)[O-]	2.6
C[N+]1(CC(=O)OCCCC2CCCCC2)CCCC1	-0.5
O=C1C=CC(O)C2(CO)OC12 (configuration not stated)	-3.3
CC1(C)CC(=O)C=C(CN2C(=O)c3ccccc3C2=O)C1=O	-0.5
O=C(COC(=O)Cc1ccccc1[N+](=O)[O-])NCc1ccccc1Cl	0.8
NNC(=O)C1CC(O)CN1S(=O)(=O)c1ccc(Cl)cc1 (configuration not stated)	-0.5
CCCC(C(=O)NCCC(C)C)N(Cc1ccc(OC)cc1)C(=O)c1snc(C(N)=O)c1N (configuration not stated)	-2.3
CC(=O)n1cc([C@H]2C=C(C(=O)NCc3ccccc3)O[C@@H](OCc3ccc(CO)cc3)C2)c2ccccc21	-3.8
Cc1cc(C(=O)COC(=O)CC2Sc3ccccc3NC2=O)c(C)n1-c1ccc(Br)cc1 (configuration not stated)	0.9
O=C(Oc1ccc2c(c1)OCO2)C12CC3CC(CC(C3)C1)C2	-1.3
COc1ccccc1NC(=O)CSCC(=O)N1c2ccccc2CCc2ccccc21	-2.1
Cc1ccc(C(=O)N2CCN(c3ccccn3)CC2)cc1	-1.4
COc1ccc(C(=O)COC(=O)CCNS(=O)(=O)c2ccc(NC(C)=O)cc2)c(OC)c1	2.0
Cc1nc2c3ccccc3nc(NNC(=O)CCC(=O)N3CCC(C)CC3)n2n1	2.9
O=[N+]([O-])c1ccc2c(c1)c1ccccc1n2CCO	2.4
CC1CCCCC1NC(=O)CSc1ccsc1[N+](=O)[O-] (configuration not stated)	1.8
O=C(O)CSc1cnc2ccccc2n1	8.4
CCCCCn1c(=O)[nH]c2cc(C(=O)NCCCN3CCCCC3)ccc2c1=O	-1.4
COc1ccc(N2C(=O)CC2(/C=C/c2ccccc2OC)C(=O)NC2CCCC2)cc1 (configuration not stated)	-1.6
COc1ccc(NS(=O)(=O)c2ccc(NC(C)=O)cc2)nn1	-0.7
CC(=O)c1ccc(NS(=O)(=O)c2ccc3c(c2)CCC(=O)N3)cc1	0.3
COc1cc(Cn2cnnn2)ccc1O	-0.4
COc1ccc(CNC(=O)CSc2nnc3c(n2)[nH]c2ccc(OC)cc23)cc1	-1.1
COc1ccc(C2Nc3cccc4cccc(c34)N2)cc1	-0.7
O=C(O)c1cccnc1NC1CCCC1	5.5
CN(CCOc1ccccc1)Cc1nc2cc(Cl)ccc2c(=O)[nH]1	0.1
Cc1cc(NC(=O)c2cccc(Br)c2)no1	-2.8
c1ccc(-c2nc(NCc3ccco3)c3oc4ccccc4c3n2)cc1	-1.9
CC(C)C(NC(=O)c1ccc(C(C)(C)C)cc1)C(=O)NC1=NCCS1 (configuration not stated)	-0.3
O=C(NC1CCCCC1)C(c1ccc(O)cc1)N(CC1CCCO1)C(=O)C1COc2ccccc2O1 (configuration not stated)	-1.5
O=C(O)CC(NC(=O)c1cccc([N+](=O)[O-])c1)c1ccc2c(c1)OCO2 (configuration not stated)	-0.1
COc1ccccc1-n1c(=O)c2c3c(sc2n2c(=S)[nH]nc12)CCC3	-0.4
CCN(CC)S(=O)(=O)c1ccc2oc(C(=O)NCc3ccc(C)cc3)c(C)c2c1	-2.5
O=C1N(CN2CCN(Cc3ccccc3)CC2)c2ccccc2C12OCCCO2	-0.8
O=C(NCc1ccco1)c1cc2ccccc2c(=O)o1	-1.6

Carrying on.
SMILES	TTR transcr act
COc1ccc(/C(CC2OC(=O)c3ccccc32)=N\NC(N)=O)cc1 (configuration not stated)	-1.9
Cc1ccc(N2CN(CCC3=CCCCC3)CNC2=S)cc1	-0.6
CC(C)(CNC(=O)CCC1CCCC1)CNC(=O)CCC1CCCC1	0.5
O=C(O)c1cccc(-n2nc(-c3ccc(Cl)c([N+](=O)[O-])c3)c3ccccc3c2=O)c1	0.6
COc1cccc(COC(=O)CSCC(=O)Nc2cccc(C)c2)c1OC	-0.8
C[C@@H]1CN([C@H](C)CO)C(=O)CCCn2cc(nn2)CO[C@H]1CN(C)S(=O)(=O)c1ccc(Oc2ccccc2)cc1	17*
O=C(NNC(=O)c1oc2ccccc2c1-n1cccc1)c1ccco1	-3.0
CCc1nnc(NC(=O)C2CSC3(C)CCC(=O)N23)s1 (configuration not stated)	-1.8
CC(=O)Nc1ccc(OCc2nnc(-c3ccc(Cl)cc3)o2)cc1	2.6
COc1ccc(Br)cc1/C=C/C(=O)NC(=S)Nc1ccc(Cl)c(C(=O)O)c1	1.3
COc1ccccc1CNC(=S)NCc1ccc(Cl)cc1	1.2
Cc1cc2ncn(C(=O)N3CCOCC3)c2cc1C	4.7
O=C1COc2ccccc2CN1	-0.9
CCOc1ccccc1NC(=O)N1C2CCCC1CC(NC(=O)C1CC1)C2 (configuration not stated)	1.9
COc1ccc(NC(=O)c2cc3c(Cl)nc4ccccc4c3s2)c(OC)c1	0.2
COC(C(=O)Nc1ccc(C(C)=O)cc1)c1ccccc1 (configuration not stated)	0.2
O=C(NCc1cccnc1)c1ccccc1-c1nc(-c2ccccc2)no1	-0.3
N#C/C(=N\Nc1ccccc1)C(=N)N1CCCCCC1	-0.2
Nc1ncnc(Sc2ccc(Cl)cc2)c1[N+](=O)[O-]	-1.0
CCOC(=O)CC(NC(=O)Cn1nnc(-c2ccccc2)n1)c1ccc(OC)cc1 (configuration not stated)	0.1
O=C(c1ccccc1Cl)N1CCSCC1	-0.2
O=C(NCCCN1CCOCC1)c1cc(C(=O)C2CC2)c[nH]1	0.0
Cc1ccc(C)c(N2C(=O)CC(Cc3ccc(Cl)cc3)C2=O)c1 (configuration not stated)	1.0
Cc1cccc(S(=O)(=O)N(C)C[C@H]2OCc3cnnn3CCCC(=O)N([C@H](C)CO)C[C@@H]2C)c1	-1.5
O=C(Nc1ccc2c(c1)OCO2)c1ccc(N2C(=O)c3ccccc3C2=O)cc1	0.8
O=C(COC(=O)CSc1ccc(F)cc1)NCc1ccco1	1.3
O=C1CC(NCc2cccs2)C(=O)N1c1ccc(Cl)cc1 (configuration not stated)	-0.3
O=C(CCN1C(=O)c2ccccc2C1=O)Nc1ccncc1	-2.0
O=C(Nc1cc(S(=O)(=O)N2CCCC2)ccc1Cl)c1cc(F)c(F)c(F)c1F	0.8
COC(=O)c1c(NC(=O)C2SC(=NC3CCCCC3)C(C(N)=O)=C2N)sc2c1CCCC2 (configuration not stated)	1.2

Laid out differently: results already given
O=C1C=CC(O)C2(CO)OC12 (configuration not stated)
  TTR transcr act = -3.3

CCCC(C(=O)NCCC(C)C)N(Cc1ccc(OC)cc1)C(=O)c1snc(C(N)=O)c1N (configuration not stated)
  TTR transcr act = -2.3

O=C(Nc1ccc2c(c1)OCO2)c1ccc(N2C(=O)c3ccccc3C2=O)cc1
  TTR transcr act = 0.8

O=C(COC(=O)Cc1ccccc1[N+](=O)[O-])NCc1ccccc1Cl
  TTR transcr act = 0.8

Following part.
SMILES	TTR transcr act
Cc1ccc(NC(=O)c2nc[nH]c2C(=O)N2CCN(C(=O)OC(C)(C)C)CC2)cc1	-1.9
O=C(O)CCC(NC(=S)Nc1ccccc1)C(=O)O (configuration not stated)	0.3
O=C(O)CCCCN1C(=O)C=CC1=O	-0.3
S=C(NCCN1CCOCC1)N/N=C/c1cccs1	3.4
O=c1[nH]c2ccccc2c(O)c1-c1cc2ccccc2oc1=O	0.1
OC(c1ccccc1)(c1ccccc1)C1CCN(CCCOc2ccc(F)cc2)CC1	-0.3
